CIT2 TOR yeast: modulators of CIT2-GFP expression in yeast, primary screen, S. cerevisiae, GFP fusion, multiplex flow cytometry, MLPCN library; S. cerevisiae CIT2-GFP strain, 3 h; 100 means same as DMSO wells; GFP response vs DMSO, % at 10 µM; 320,000 tested, 0.065% active; AID 2029, 2009;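 active = GFP response relative to DMSO above a set limit, near the screen mean plus 3 SD, cut at about 150% in these data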;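 also: ratio of well median GFP fluorescence to mean of DMSO wells on the plate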
AGP1-GFP MLPCN: modulators of AGP1-GFP expression in yeast TOR pathway, primary screen, cell-based, multiplex flow cytometry, S. cerevisiae, MLPCN library. 320,000 tested, 0.02% active. 3 h; GFP as percent of DMSO wells. AID 2066, 2009. GFP response vs DMSO, % at 10 µM;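 active = GFP response relative to DMSO above a set limit, near screen average plus 3 SD, cut at about 150% in these data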;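 also: median GFP channel fluorescence of the gated AGP1 strain per well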
Bcl-xL primary: inhibitors of human Bcl-xL, primary screen, biochemical, fluorescence polarization, HTS; Bcl-2-like protein 1 (Homo sapiens), Q07817; GST-Bcl-xL / FITC-Bim BH3 peptide fluorescence polarization; 320,000 tested, 0.7% active; AID 2129, 2009; inhibition, % at 10.9 µM;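 active = inhibition above the mean of all tested compounds plus 3 SD, cutoff set per campaign, cut at about 30% in these data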;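 also: 0% = DMSO wells and 100% = unlabeled Bim-BH3 peptide competitor; inhibitors lower millipolarization by displacing the labeled peptide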
MEX-5 binding: MEX-5 zinc finger RNA-binding disruptors – biochemical, C. elegans, fluorescence polarization, MLPCN library, primary screen. activity score (negative = inhibition of binding), % at 10 µM. Zinc finger protein mex-5 (Caenorhabditis elegans), Q9XUB2. 300,000 tested, 0.38% active. MEX-5/FITC-TCR2 RNA binding; stronger effect = lower value;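 active = inhibition past about -25% in most replicates, and total fluorescence under double the plate's negative control median, limit read from the data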;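 also: 0% = DMSO and -100% = 5 µM competing unlabeled TCR2 RNA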
Target sequence (Q9XUB2 whole entry, looked up): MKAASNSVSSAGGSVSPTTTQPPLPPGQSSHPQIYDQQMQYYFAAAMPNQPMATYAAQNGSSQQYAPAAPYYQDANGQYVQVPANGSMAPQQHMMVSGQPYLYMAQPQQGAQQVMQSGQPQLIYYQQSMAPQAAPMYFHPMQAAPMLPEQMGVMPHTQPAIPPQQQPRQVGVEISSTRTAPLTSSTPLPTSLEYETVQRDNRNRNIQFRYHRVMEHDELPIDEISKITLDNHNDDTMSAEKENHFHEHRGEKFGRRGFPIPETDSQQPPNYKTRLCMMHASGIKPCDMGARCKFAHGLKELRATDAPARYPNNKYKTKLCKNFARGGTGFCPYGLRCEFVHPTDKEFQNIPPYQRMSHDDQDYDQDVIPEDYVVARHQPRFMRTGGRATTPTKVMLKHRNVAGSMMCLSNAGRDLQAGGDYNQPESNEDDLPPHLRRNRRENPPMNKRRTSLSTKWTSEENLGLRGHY
MCL1-BIM inh: inhibitors of MCL1 binding to BIM-BH3, primary screen, biochemical, fluorescence polarization | Induced myeloid leukemia cell differentiation protein Mcl-1 (Homo sapiens), Q07820 | GST-MCL1 / FITC-Bim-BH3 fluorescence polarization | inhibition, % at 10.9 µM | 320,000 tested, 0.68% active | AID 2057, 2009;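 active = inhibition above the mean inhibition of all tested compounds plus 3 SD, set per campaign, cut at about 40% in these data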;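 also: 0% = DMSO wells and 100% = unlabeled Bim-BH3 peptide control; higher means more loss of mP so more displacement of Bim peptide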
GLD-1 RNA inh: GLD-1/TGE RNA complex disruptors, primary screen, biochemical, fluorescence polarization; AID 2280, 2010; 320,000 tested, 0.44% active; purified GLD-1 + fluorescein TGE RNA; inhibition, % at 5.96 µM;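 active = percent inhibition above a per-plate cutoff, the plate mean of test compounds plus 3 SD, cut at about 30% in these data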;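 also: 0% = DMSO wells with GLD-1 and probe and 100% = wells lacking GLD-1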
Target sequence (Q17339 whole entry, looked up): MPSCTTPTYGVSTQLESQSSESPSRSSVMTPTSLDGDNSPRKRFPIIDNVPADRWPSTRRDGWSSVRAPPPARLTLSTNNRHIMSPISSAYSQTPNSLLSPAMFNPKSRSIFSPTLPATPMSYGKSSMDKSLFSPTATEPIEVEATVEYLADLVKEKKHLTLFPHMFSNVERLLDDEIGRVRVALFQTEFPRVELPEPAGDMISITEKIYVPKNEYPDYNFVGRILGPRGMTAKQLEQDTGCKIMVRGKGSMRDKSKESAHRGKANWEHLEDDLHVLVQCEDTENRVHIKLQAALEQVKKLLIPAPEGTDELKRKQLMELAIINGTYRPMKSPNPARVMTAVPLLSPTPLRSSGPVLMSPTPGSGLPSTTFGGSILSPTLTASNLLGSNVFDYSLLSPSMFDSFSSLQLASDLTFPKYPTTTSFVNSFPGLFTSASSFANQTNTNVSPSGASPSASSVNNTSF
GRK2 aptamer HTS: compounds blocking aptamer binding on GRK2 – biochemical, human GRK2, bead flow cytometry, HTS, primary screen. inhibition of aptamer binding, % at 10 µM. 330,000 tested, 0.59% active. AID 488847, 2010. FAM-aptamer displacement from GRK2. Beta-adrenergic receptor kinase 1 (Homo sapiens), P25098;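 active = inhibition of aptamer binding above 40%, roughly 3 SD of noise, on plates passing a quality check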;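 also: median bead fluorescence of bound FAM aptamer so fluorescent compounds give negative values; no value below 0 was filed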
VLA-4 inh: inhibition in human VLA-4 binding assay, primary screen, VLA-4 allosteric modulator project, MLPCN library, flow cytometry, VLA-4 expressing cells | inhibition, % (about 7 µM as worked out from the volumes in the protocol) | 330,000 tested, 0.2% active | ligand binding flow cytometry; in the data active = inhibition above about 50%
CR mimetic SO: reduction of superoxide in aged yeast, primary screen, HTS; 330,000 tested, 0.18% active; AID 2690, 2010; S. cerevisiae aged cells, superoxide DHE fluorescence; stronger effect = lower value; superoxide response (% of plate mean), % at 10 µM;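 active = superoxide response under a set limit, about three screen SD below normal, cut at about 65% in these data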;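 also: yeast aged for seven days with compound at 30 °C before DHE staining; 100% = average MFI of all compound-treated wells on the plate with controls excluded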
An asterisk follows results filed as active; . = not tested or not shown; [ ] = remark or other dose.

cpd	structure	CIT2 TOR yeast	AGP1-GFP MLPCN	Bcl-xL primary	MEX-5 binding	MCL1-BIM inh	GLD-1 RNA inh	GRK2 aptamer HTS	VLA-4 inh	CR mimetic SO
1	CCC(C)C1Nc2ccc(C(=O)NCCc3ccc(OC)c(OC)c3)cc2NC1=O (centres undefined)	95.4	97.4	8.1	0.9	10.6	10.3	0.0	-4.9	105.0
2	CCO[C@H]1OC(C(=O)NCc2nc3ccccc3[nH]2)=C[C@@H](c2ccc3c(c2)OCO3)[C@@H]1CCCO	79.1	81.5	-0.1	-0.8	6.1	-8.2	0.0	20.0	103.8
3	CCn1c(=O)c(=O)[nH]c2cc(C(=O)NC3CCCC3)ccc21	98.7	103.5	5.2	0.5	-2.6	1.9	0.0	-9.7	98.6
4	CC1CCCN(C(=O)CCc2ccccc2)C1 (centres undefined)	99.8	98.2	3.1	2.6	1.7	0.5	3.0	-1.5	107.1
5	O=P(O)(OCc1ccccc1)OCc1ccccc1	91.3	104.2	3.9	.	-0.6	1.1	1.0	14.1	114.6
6	COc1ccccc1-n1c(CNC(=O)c2cccc([N+](=O)[O-])c2C)n[nH]c1=S	93.5	102.2	-6.7	-3.1	-14.5	-2.1	0.0	19.1	101.5
7	Clc1ccc(-c2nc(-c3cnccn3)no2)cc1	92.8	98.3	5.3	2.1	2.4	3.4	3.0	-0.9	85.7
8	Cc1ccc(S(=O)(=O)N2CCSC2)cc1C	96.3	104.5	7.2	2.0	3.5	-1.6	0.0	3.1	99.2
9	O=C(CCN1C(=O)C2CCCCC2C1=O)Nc1ccc(OC(F)F)cc1 (centres undefined)	105.4	104.5	3.3	-2.2	-5.3	3.6	0.0	1.8	88.2
10	CCCCc1cc(=O)oc2cc(OCC(=O)N3CCC(C(N)=O)CC3)ccc12	108.8	112.0	1.5	1.6	3.6	6.6	12.0	25.9	75.1
11	Cc1c(C)c2ccc(OCC(=O)NC3CCN(Cc4ccccc4)CC3)c(C)c2oc1=O	98.1	99.8	5.7	-3.4	11.3	4.4	0.0	1.8	95.0
12	CCOc1ccccc1NC(=O)COC(=O)/C=C/c1ccc(OC)c(OC)c1	101.7	95.6	8.7	0.6	2.1	5.2	1.0	-7.4	116.7
13	CC(=O)CSc1nc(-c2ccccc2)c(-c2ccccc2)o1	93.8	90.6	-6.1	2.3	-5.5	4.3	1.0	-0.8	96.4
14	Cc1cccc(-n2c(C)cc(/C=N\NC(=O)c3cccs3)c2C)c1	96.3	101.2	0.1	3.0	5.6	-5.6	0.0	-2.8	79.9
15	Brc1ccc2oc(-c3ccn[nH]3)cc2c1	86.6	93.4	4.7	-0.5	8.1	8.2	1.0	6.5	111.5
16	CC(C)(C)C(=O)NC(=S)Nc1ccccc1F	106.2	100.1	6.9	-0.7	11.6	4.3	1.0	8.3	97.0
17	O=C(COc1ccc(F)cc1Cl)Nc1cc(S(=O)(=O)N2CCOCC2)ccc1N1CCCCC1	107.7[may fluoresce green]	101.3[may fluoresce green]	3.7	5.8	-5.6	-6.0	1.0	-11.7	88.1
18	CC(C)(C)OC(=O)CC[C@@H](C(=O)NCCCCCCCCCCC(=O)N1CCN(C(=O)OC(C)(C)C)CC1)n1cc(CCCCCNC(=O)OC(C)(C)C)nn1	100.6	107.3	6.4	.	3.5	-5.4	2.0	17.6	89.2
19	Cc1cc(NC(=O)CSc2c3c(nc4ccccc24)CCC3)no1	95.5	92.3	4.5	-3.1	0.2	7.9	3.0	-44.4	105.4
20	Cc1sc2ncnc(OCC(=O)Nc3ccc4c(c3)OCCO4)c2c1C	99.2	102.5	0.9	0.8	-4.7	1.9	3.0	6.3	91.7
21	NS(=O)(=O)c1ccc(CCNC(=O)COC(=O)C2CCCN2C(=O)c2cccs2)cc1 (centres undefined)	102.1	104.4	0.8	1.2	0.6	-0.3	0.0	-4.5	95.1
22	COc1ccc(-c2cc(C(F)F)n3ncc(C(=O)N4CCN5CCCC5C4)c3n2)cc1 (centres undefined)	109.5	107.5	6.1	0.7	-0.6	-6.6	0.0	14.1	107.9
23	c1ccc(Nc2nnc(SCc3cccc4ccccc34)s2)cc1	101.3	97.7	-1.7	-0.5	-2.2	-3.5	0.0	-5.4	89.0
24	Cc1ncc([N+](=O)[O-])n1CC(=O)N/N=C/c1ccc(F)cc1	101.9	91.0	1.9	1.8	9.2	-1.9	1.0	-6.8	101.1
25	CCOc1ccc(NC(=O)c2ccc(Br)o2)c([N+](=O)[O-])c1	89.9	99.8	5.0	1.3	-2.4	-3.2	0.0	-8.3	95.5
26	c1ccc2c(c1)OCC(c1nnc3sc(-c4ccc5c(c4)OCO5)nn13)O2 (centres undefined)	100.1	92.4	5.9	-1.3	14.2	1.4	0.0	-2.4	114.2
27	Cc1cc(C)c(NC(=O)CN2C(=O)NC(Cc3ccccc3)C2=O)c(C)c1 (centres undefined)	102.1	109.9	-3.2	-1.3	-12.9	0.3	0.0	0.9	100.8
28	Cc1cccc([C@@H]2[C@@H]3C(=O)N(Cc4ccccc4)C(=O)[C@@H]3[C@]3(CC(C)C)C(=O)N(c4cccc(Br)c4)C(=O)N23)c1	71.1	81.9	-4.4	5.5	-10.0	-7.7	0.0	4.5	94.2
29	Cc1cccn2c(=O)c3cc(C(=O)NCc4ccco4)c(=N)n(CCc4ccccc4)c3nc12	92.5	28.8	32.5*	.	36.7	16.8	0.0	.	81.5
30	Cc1cccc(C)c1NC(=S)Nc1ccc(Cl)c(Cl)c1	98.5	92.2	-0.4	1.5	-3.5	-0.3	0.0	16.3	98.5

Laid out differently: results already given.
5: O=P(O)(OCc1ccccc1)OCc1ccccc1
6: COc1ccccc1-n1c(CNC(=O)c2cccc([N+](=O)[O-])c2C)n[nH]c1=S
assay / entry	5	6
CIT2 TOR yeast	91.3	93.5
AGP1-GFP MLPCN	104.2	102.2
Bcl-xL primary	3.9	-6.7
MEX-5 binding	.	-3.1
MCL1-BIM inh	-0.6	-14.5
GLD-1 RNA inh	1.1	-2.1
GRK2 aptamer HTS	1.0	0.0
VLA-4 inh	14.1	19.1
CR mimetic SO	114.6	101.5

The list continues:
cpd	structure	CIT2 TOR yeast	AGP1-GFP MLPCN	Bcl-xL primary	MEX-5 binding	MCL1-BIM inh	GLD-1 RNA inh	GRK2 aptamer HTS	VLA-4 inh	CR mimetic SO
31	COc1ccc(-c2nc(-c3cccc(C)c3)nc(N3CCN(C)CC3)c2C#N)cc1	101.7	110.6	5.4	1.1	7.4	-6.7	0.0	10.4	107.5
32	COc1ccccc1NC(=O)CSc1nc2c(sc3ccccc32)c(=O)n1CCN(C)C	93.7	94.9	10.7	-0.2	15.6	4.1	0.0	-1.8	98.7
33	COc1ccc2c(c1)sc(=N)n2C	101.1	29.7	-8.2	-0.2	-16.6	3.2	7.0	-9.2	93.7
34	CN1CCN(CCCN(Cc2cccs2)C(=S)Nc2ccc(Cl)cc2)CC1	125.8	118.8	3.9	2.1	13.0	0.0	2.0	6.8	84.1
35	COCCn1c(=NC(=O)c2ccc(S(=O)(=O)N3CCOCC3)cc2)sc2cc(S(N)(=O)=O)ccc21	100.3	108.5	-0.2	-0.1	4.9	-0.7	0.0	-10.6	88.9
36	COc1ccccc1OCC(=O)NNC(=O)c1cnccn1	112.0	106.8	3.7	-22.4	14.7	-6.8	0.0	-7.2	98.8
37	Cc1onc(-c2ccccc2)c1C(=O)OCc1nnc(-c2ccccc2)o1	83.6	100.5	3.2	0.0	3.2	2.2	3.0	5.2	104.6
38	NC(=O)c1ccc(NC(=O)c2cncn2-c2ccccc2)cc1	104.1	104.8	-8.1	0.3	-13.8	12.3	2.0	-1.3	96.0
39	CCCNC(=O)COC(=O)/C=C/c1ccco1	105.9	98.8	4.5	0.1	1.1	0.1	14.0	-9.9	117.1
40	C/C(=N\N1CCN(C)CC1)c1ccc(Cl)c(Cl)c1	96.5	98.7	-1.7	-0.1	-6.4	2.3	0.0	0.7	99.0
41	Cc1nc(CNS(=O)(=O)c2ccc3c(c2)OCCO3)cs1	104.3	104.8	2.3	-3.9	4.3	-3.1	0.0	5.4	112.5
42	COc1ccc(CCN(C)C2CCCN(S(=O)(=O)c3ccccc3)C2)cc1OC (centres undefined)	103.2	79.0	.	4.1	.	.	2.0	1.8	99.6
43	COc1ccc(Cl)cc1NC(=O)Cn1c(=O)n2nc(C)nc2c2ccccc21	99.8	103.1	-1.1	3.1	-1.8	3.7	1.0	-11.6	102.9
44	Cc1ccc(S(=O)(=O)Oc2ccc(N3C(=O)C4C5CCC(C5)C4C3=O)cc2)cc1 (centres undefined)	105.1	107.0	-18.6	-2.0	1.9	7.0	1.0	8.5	91.2
45	COc1ccc(C(=O)Nc2cc(C)c3c(=O)oc4ccccc4c3n2)cc1	99.6	101.8	7.1	0.2	9.6	5.9	4.0	-38.5	104.8
46	COc1cc(C2CC(=O)N3CN(Cc4ccccc4)CSC3=C2C#N)ccc1OCc1ccccc1 (centres undefined)	118.5	111.3	-3.5	1.0	-1.7	1.8	1.0	-2.8	98.8
47	CCN1CCN(CCCNC(=O)c2ccc3c(Cl)c4c(nc3c2)CCCC4)CC1	99.5	101.1	-1.7	0.5	-1.5	1.5	0.0	12.9	102.5
48	Cc1nn(CCC(=O)N2CCN(S(=O)(=O)c3ccc(Cl)cc3)CC2)c(C)c1C	100.0	99.6	0.1	-1.1	-1.9	-2.0	3.0	13.7	99.2
49	CNC(=O)CCCN1C(=O)c2ccccc2Sc2ncccc21	98.1	97.1	-0.3	0.1	6.3	2.8	0.0	14.6	96.7
50	COc1ccc(C(=O)Nc2nc3ccc(S(C)(=O)=O)cc3s2)cc1OC	106.3	105.2	-0.8	0.3	-3.1	-3.9	0.0	-8.6	92.3
51	Cn1c(=O)oc2cc(S(=O)(=O)NCCN3CCN(c4ccccc4F)CC3)ccc21	99.4	103.5	0.8	-0.2	0.9	5.5	0.0	-5.2	90.6
52	O=C(CSc1ncnc2nc[nH]c12)Nc1nnc(SCc2ccc(Cl)c(Cl)c2)s1	103.6	106.0	8.2	-7.8	22.1	3.1	3.0	-13.4	111.3
53	CCC(C)n1c(SCC(=O)Nc2ccccc2C(F)(F)F)nc2ccsc2c1=O (centres undefined)	94.0	101.0	6.0	3.3	7.0	4.2	1.0	11.4	77.4
54	CCOC(=O)c1c(NC(=O)CNC2CCCc3ccccc32)sc(C(N)=O)c1C (centres undefined)	97.1	102.9	-2.6	-5.4	6.0	-6.3	0.0	4.0	100.4
55	O=C(c1cccc(OC2CCN(Cc3ccc(F)cc3Cl)CC2)c1)N1CCCC1	.	96.0	6.1	1.3	-0.1	3.5	0.0	-8.7	99.6
56	Cc1cc(NC(=O)Cn2cnc3c(nnn3-c3cccc(F)c3)c2=O)no1	110.0	107.3	6.8	2.1	8.5	-2.2	6.0	-0.5	111.0
57	CC(C)NC(=O)NNC(=O)Cn1nnc(-c2cccc(Cl)c2Cl)n1	94.2	104.1	2.1	-1.8	3.6	-1.2	1.0	1.2	94.5
58	COc1ccc(/C=C/C(=O)NC(=S)Nc2ccc(S(=O)(=O)Nc3nccnc3OC)cc2)cc1	89.3	91.5	3.3	-1.4	2.7	0.9	0.0	9.3	96.8
